Screening data from PubChem BioAssay.
PAX8 inh HTS – inhibitors of PAX8 transcriptional activity in RMG-I cells | RMG-I TPO-luciferase reporter, SteadyGlo, 24 h | inhibition, % at 12.6 µM | hit rate 1.2% among 360,000 | AID 652154;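 active = mean replicate inhibition at least 60% with every replicate also reaching 60%; inconclusive = only one of the two criteria is met; inactive = mean below 60% and not all replicates reaching 60%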;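 also: luciferase light reporting Pax8 driven TPO promoter activity; plate controls were median of neutral control wells for no effect and mitoxantrone controls for full effect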
DENV2 CPE rescue – inhibitors of DENV2 cytopathic effect; CPE inhibition, % at 9.99 µM; hit rate 1.7% among 350,000; AID 651640; DENV2-infected cells, cytopathic effect rescue, plate reader; in the data active = CPE inhibition above about 20%, passing the limit was not always enough; inconclusive = no clear call, values can overlap the other calls; tested in BHK-21 cells;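 also: 0% = median of neutral control wells and 100% = median of positive control wells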
miR-122 sensor – blocks miR-122 activity in Huh7 sensor cells; Huh7 miR-122 Renilla luciferase sensor, 48 h; neutral wells = 0, positive control = 100; hit rate 0.3% among 340,000; activation (reporter increase), % at 12.5 µM;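 active = mean replicate activation score at least 90 and every replicate individually at or above 90; inconclusive = only one of the two criteria met; inactive = neither criterion met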;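 also: higher luciferase means less miR-122 activity so hits act as miR-122 inhibitors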
GSIS activator – primary screen for activators of insulin secretion dependent on glucose, INS-1E cells, GLuc reporter luminescence. activation, % at 16.6 µM. AID 743287. INS-1E GLuc reporter insulin secretion, 2-3 h. hit rate 0.61% among 370,000;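 active = lowest replicate activation of at least 40%, so every replicate reaches that level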;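 also: 0% = median of neutral control wells and 100% = median of IBMX positive control wells; some compounds called inactive have numbers as strong as hits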
CFTR F508del cor – CFTR F508del correction in bronchial cells; CFBE cells, YFP halide quenching; stimulated with forskolin plus potentiator P3; % fluorescence drop versus neutral controls; activity (quench increase), % at 7.58 µM; hit rate 0.36% among 350,000; AID 720511;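 active = mean added fluorescence quench of at least 8% versus neutral control, with both replicates also reaching 8%; inconclusive = only one of the mean or replicate conditions met; inactive = mean below 8% and not both replicates reaching 8%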;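 also: cells transiently co-express mutant CFTR-F508del with the halide-sensitive YFP; corrector assay measuring rescue of mutant channel to the surface after 24 h compound exposure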
EWS-Fli block – EWS/Fli transcriptional activity inhibition | A673 NR0B1-luciferase reporter, viability-normalised | inhibition, % at 12.6 µM | hit rate 0.67% among 350,000 | AID 651661;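 active = mean inhibition of at least 50% after viability correction, with every replicate also passing that limit; inconclusive = mean reaches 50% but only one of two replicates passes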;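 also: firefly luciferase signal divided by Alamar Blue viability fluorescence both relative to DMSO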
FN deposit inh – fibronectin deposition inhibition. inhibition, % at 12.6 µM. AH1F fibroblasts, Alexa488-fibronectin deposition fluorescence, overnight. hit rate 0.086% among 350,000;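 active = mean inhibition across replicates of 30% or more, regardless of how many single replicates reach that level; inconclusive = mean under 30% yet at least half of replicates reach 30%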;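 also: positive control wells lacked labelled fibronectin entirely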
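Assay system: AH1F fibroblasts / Quantity: 10000 cells per well / Medium: DMEM plus 2% serum, read in PBS / Reagent: labelled fibronectin 24 nM / Dosing: single dose, pinned / Times: 1 h cell attachment, overnight exposure to compound and label / Signal: fluorescence, ex 485 nm, em 525 nm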
Active calls of the source: *; ? = inconclusive; nt = not tested or not shown; & = joins results of further samples; [ ] = remark or other dose.

Every second line gives: FN deposit inh	GSIS activator	CFTR F508del cor	EWS-Fli block	PAX8 inh HTS	miR-122 sensor	DENV2 CPE rescue
O=C(c1ccccc1)N1C[C@H]2[C@@H](c3ccccc31)[C@H](CO)N2Cc1cc(F)ccc1F
→ nt	1	-0.5	3	10	5[16.7 µM]	11
OC1C2CCC(C2)C1CN1CCOCC1 (stereo not drawn)
→ 5	-2	1.7	3	11	nt	-4
C[C@@H]1CN([C@@H](C)CO)C(=O)c2cc(-c3cccc(C#N)c3)cnc2O[C@H]1CN(C)C(=O)C1CCOCC1
→ -4	0	-0.1	1	-3	-8[16.7 µM]	6
CC(NC(=O)COC(=O)c1ccc[nH]c1=O)c1ccccc1 (stereo not drawn)
→ -3	4	-0.6	1	2	nt	6
CCc1ccccc1NC(=O)CN(C)C(=O)COc1ccc(C)nc1[N+](=O)[O-]
→ 5	4	nt	nt	4	-5	nt
COc1ccccc1N1CCN(CC(O)COc2cccc3ccccc23)CC1 (stereo not drawn)
→ -2&0	-10	-4.3&-9.5	6&1	24&26	9&2	4&-7
Cc1ccc(S(=O)(=O)N(C)C[C@H]2OCCCC[C@@H](C)Oc3ccc(NC(=O)c4ccncc4)cc3C(=O)N([C@@H](C)CO)C[C@H]2C)cc1
→ 7	-17	-0.9	-8	-1	-1[16.7 µM]	0
COc1cccc(S(=O)(=O)N(C)C[C@@H]2OCc3ccccc3-c3c(n(C)c4ccccc34)C(=O)N([C@H](C)CO)C[C@@H]2C)c1
→ -10	1	1.9	8	75*	nt	15
CN1CCN(S(=O)(=O)c2ccc(C#N)cc2)C(c2ccccc2)C1 (stereo not drawn)
→ 0	23	0.8	5	-13	-2	?
C[C@@H]1CCCCO[C@@H](CN(C)S(=O)(=O)c2ccc(Cl)cc2)[C@@H](C)CN([C@H](C)CO)C(=O)c2cc(N(C)C)ccc2O1
→ 1	14&-7	2.7&3.9&0.2	-3&-7	5&32&0	4	0&-2&-8
CCN(C(=O)COC(=O)c1n[nH]c2ccccc12)C1CCS(=O)(=O)C1 (stereo not drawn)
→ -1	3	nt	3	18	-3	nt
C/C=C/c1cnc2c(c1)C(=O)N([C@@H](C)CO)C[C@@H](C)[C@@H](CN(C)S(=O)(=O)c1ccccc1)O2
→ 12	-3	0.7	-2	nt	5[16.7 µM]	18
CO[C@H]1CN(C)C(=O)c2cc(NS(=O)(=O)c3cccc(F)c3)ccc2OC[C@@H](C)N(Cc2cc(F)ccc2F)C[C@H]1C
→ nt	-25	2.5	20	nt	-7[16.7 µM]	-11
Cc1cccc(NC(=O)C2CCN(C(=O)c3ccc(Cl)cc3)CC2)n1
→ -2	11	2.4	3	nt	0	-4
OC[C@H]1[C@@H](c2ccc(C3=CCCC3)cc2)[C@@H]2CN(Cc3ccncc3)CCCCN12
→ 6	-11	0.0	1	-11	26[16.7 µM]	-2
COc1ccc(CNC(=O)C[C@H]2CC[C@H](NS(=O)(=O)c3cccc(OC)c3)[C@@H](CO)O2)cc1
→ nt	3	2.1	3	nt	nt	1
CN1CCN(C(=O)C[C@H]2C[C@H]3c4cc(NC(=O)c5ccc6c(c5)OCO6)ccc4O[C@H]3[C@H](CO)O2)CC1
→ nt	10	-1.8	-15	-23	5[16.7 µM]	6
C[C@H](CO)NC(=O)[C@@H]1C[C@H]1[C@@H](NP(=O)(c1ccccc1)c1ccccc1)c1ccccc1
→ -2	-14	3.6	-9	-4	-2	-6
Cc1ccccc1SCC(=O)N1CCN(c2ccc(C(F)(F)F)cn2)CC1
→ 2	-16	nt	5	59	3	12
O=C(C[C@@H]1CC[C@@H]2[C@H](COC[C@@H](O)CN2Cc2cccc(-c3ccncc3)c2)O1)N1CCN(c2ccccc2)CC1
→ 5	-25	-0.3	23	19	-10[16.7 µM]	-1

Remaining list, next part.
Every second line gives: FN deposit inh	GSIS activator	CFTR F508del cor	EWS-Fli block	PAX8 inh HTS	miR-122 sensor	DENV2 CPE rescue
C[C@@H]1CN([C@@H](C)CO)C(=O)CCCn2nncc2CO[C@H]1CN(C)Cc1cccc(O)c1
→ 0&6	15&2	-1.9&1.6&-2.8	2&-6&-2	-41&-15	-4	6&12&0
O=S(=O)(NCC1CCCO1)c1ccc(Cl)c(C(F)(F)F)c1 (stereo not drawn)
→ 18	5	nt	nt	nt	155*	nt
COC(=O)Cc1[nH]nc2c1C1(CCSCC1)C(C#N)=C(N)O2
→ nt	8	-1.2	2	nt	-3	0
O=C(COc1ccc(Br)cc1CO)N1CCCc2ccccc21
→ 1	17	-2.3	-5	7	2	8
CCOc1ccc(NC(=O)C(C)N2C(=O)c3ccccc3C2=O)cc1 (stereo not drawn)
→ -10	5	-1.4	6	2	6	?
Oc1c(C(c2cccs2)N2CCN(c3ccccc3)CC2)sc2ncnn12 (stereo not drawn)
→ -1	-12	-1.7	-8	7	-7	-6
CCOC(=O)c1ccc(-n2c(CN(CC)CC)nc3ccc([N+](=O)[O-])cc3c2=O)cc1
→ 6	-3	-2.1	-20	5	-3	-5
N#Cc1cccnc1N1CCN(C(=O)c2cccc3c2C(=O)c2ccc(-c4ccc(F)cc4OCc4ccccc4)cc2S3(=O)=O)CC1
→ 8	-1	-3.8	-1	21	nt	nt
Cc1ccccc1-n1c(C)cc(/C=C(\C#N)C(=O)NCC2CCCO2)c1C (stereo not drawn)
→ 1	11	nt	nt	-178	3	nt
CC(=O)Nc1cccc(NC(=O)CSc2nnc3ccc(-c4ccccn4)nn23)c1
→ nt	9	1.8	3	6	-3	?
O=C(/C=C/c1ccc(S(=O)(=O)N2CCOCC2)cc1)Nc1ccc(F)c(F)c1F
→ -21	-1	2.1	5	3	7	-7
COc1ccccc1S(=O)(=O)N(C)C[C@@H]1Oc2cc(C#CCC3CCCC3)ccc2S(=O)(=O)N([C@@H](C)CO)C[C@@H]1C
→ 2	8	2.9	10	76*	-4[16.7 µM]	-4
Cc1nnc(NC(=O)CCn2cnc3ccccc3c2=O)s1
→ -1	6	3.4	8	-1	nt	nt
CN(c1ccc(OCC(=O)NC2CCC(O)CC2)cc1)S(=O)(=O)c1ccc(Cl)cc1 (stereo not drawn)
→ 0	-13	4.6	4	-5	7	4
CCN1CCN(Cc2nc3cc(NC(=O)COc4ccc([N+](=O)[O-])cc4)ccc3n2C)CC1
→ -1	9	1.1	nt	-3	0	1
CN(C(=O)CSc1nnnn1-c1ccccc1)C1CCS(=O)(=O)C1 (stereo not drawn)
→ 3	1	1.0	-12	18	nt	-3
C[C@H](CO)N1C[C@H](C)[C@H](CN(C)Cc2ccccc2)OCCCC[C@H](C)Oc2ccc(NS(=O)(=O)c3ccc(F)cc3)cc2C1=O
→ -7	-17	1.6	-4	7	-2[16.7 µM]	-10
COc1ccc(S(=O)(=O)N2CCCCCC2)cc1C(=O)N(C)CC(=O)Nc1ccc(Cl)c(Cl)c1
→ -4	-50	-0.6	17	17	nt	1
NC(=O)c1cnn(-c2ccc3ccccc3c2)c1N
→ 4	0	-2.6	1	-64	4	10
CC[C@H]1C/C=C\Cc2ccccc2[C@@H](C(=O)C[C@@H](O)CC(C)=O)OC1=O
→ nt	-3	0.9	11	-6	-6	-9

Only DENV2 CPE rescue, FN deposit inh and GSIS activator (5 entries from above):
SMILES	DENV2 CPE rescue	FN deposit inh	GSIS activator
CN(C(=O)CSc1nnnn1-c1ccccc1)C1CCS(=O)(=O)C1 (stereo not drawn)	-3	3	1
C[C@H](CO)N1C[C@H](C)[C@H](CN(C)Cc2ccccc2)OCCCC[C@H](C)Oc2ccc(NS(=O)(=O)c3ccc(F)cc3)cc2C1=O	-10	-7	-17
COc1ccc(S(=O)(=O)N2CCCCCC2)cc1C(=O)N(C)CC(=O)Nc1ccc(Cl)c(Cl)c1	1	-4	-50
NC(=O)c1cnn(-c2ccc3ccccc3c2)c1N	10	4	0
CC[C@H]1C/C=C\Cc2ccccc2[C@@H](C(=O)C[C@@H](O)CC(C)=O)OC1=O	-9	nt	-3

Continued.
Every second line gives: FN deposit inh	GSIS activator	CFTR F508del cor	EWS-Fli block	PAX8 inh HTS	miR-122 sensor	DENV2 CPE rescue
COc1cccc(OC)c1C(=O)OCC(=O)NCc1ccco1
→ 5	7	-3.7	-7	0	nt	5
Cc1ccc(NC(=O)C2CC(=O)N(c3ccccc3Cl)C2)cc1S(=O)(=O)N1CCOCC1 (stereo not drawn)
→ 0	-7	-1.7	10	6	11	nt
Cc1noc(C)c1S(=O)(=O)Nc1ccc2c(c1)C(=O)N([C@H](C)CO)C[C@H](C)[C@@H](CN(C)C(=O)Nc1cccc3ccccc13)OCCCC[C@H](C)O2
→ -21	-1	0.1	-10	19	-13[16.7 µM]	2
COc1ccc(C(=O)O/N=C(\N)Cc2ccc(Cl)c(Cl)c2)cc1OC
→ 11	nt	nt	3	8	nt	-3
O=C(NNC(=S)Nc1ccccc1)c1ccc2ncccc2c1
→ 3	-3	-3.2	-47	-127	nt	-7
CCCNC(=O)Nc1ccc2c(c1)C(=O)N(C)[C@@H]1CC[C@H](CC(=O)OC)O[C@H]1CO2
→ -11	5	-3.1	-3	-6	-2[16.7 µM]	5
COc1ccc(C/C(N)=N/OC(=O)COc2ccccc2C)cc1
→ -5	-15	nt	nt	-3	nt	nt
O=C(NCC[C@H]1CC[C@@H](NC(=O)C2CC2)[C@H](CO)O1)Nc1ccc(Cl)cc1
→ -1	-10	-1.3	-22	nt	nt	4
CN1CCN(CCCc2c3c(cc4c2CCC4)CCC3)CC1
→ -1	7	1.4	10	18	-1	-14
CCOc1ncccc1C(=O)Nc1ccc(F)c(F)c1
→ 1	68	-0.8	-2	-13	-2	-4
O=C(c1cccc(F)c1)N1CCCCN2[C@@H](CO)[C@@H](c3ccc(C#CC4(O)CCCC4)cc3)[C@@H]2C1
→ 2	-5	-3.2	3	-13	-3[16.7 µM]	2
CC[C@@H]1C(c2ccc(F)cc2)=NN(c2ccc(Br)cc2)[C@H]1C(=O)N1CCOC1=O
→ 1	-14	4.0	-3	-13	nt	-14
COc1ccc(CS(=O)(=O)CC(C)(O)c2ccccc2Cl)cc1 (stereo not drawn)
→ 1	-8	-0.5	2	-7	nt	-2
O=C(NCc1cccs1)c1cc2c(s1)CCCC2
→ 8	nt	nt	nt	-127	2	nt

Shown as a hit in miR-122 sensor, of those listed so far:
mol	GSIS activator	CFTR F508del cor	miR-122 sensor	DENV2 CPE rescue
O=S(=O)(NCC1CCCO1)c1ccc(Cl)c(C(F)(F)F)c1 (stereo not drawn)	5	nt	155*	nt

Three entries already listed, sorted by heavy-atom count, lowest first.
Every second line gives: FN deposit inh	GSIS activator	CFTR F508del cor	EWS-Fli block	PAX8 inh HTS	miR-122 sensor	DENV2 CPE rescue
COc1cccc(OC)c1C(=O)OCC(=O)NCc1ccco1
→ 5	7	-3.7	-7	0	nt	5
CCCNC(=O)Nc1ccc2c(c1)C(=O)N(C)[C@@H]1CC[C@H](CC(=O)OC)O[C@H]1CO2
→ -11	5	-3.1	-3	-6	-2[16.7 µM]	5
O=C(c1cccc(F)c1)N1CCCCN2[C@@H](CO)[C@@H](c3ccc(C#CC4(O)CCCC4)cc3)[C@@H]2C1
→ 2	-5	-3.2	3	-13	-3[16.7 µM]	2

Compounds were not picked by outcome. Share with any hit: about 3.9%.
